LGR2 antag: inhibitors of bursicon-induced Drosophila LGR2 receptor cAMP signaling | actives 0.35% (n = 380,000) | inhibition, % at 9.99 µM | HEK293 LGR2, CRE-luciferase, bursicon-stimulated, 4 h | AID 720647;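 active = drop in luminescence signal, shown as inhibition above about 50% in the replicate tests, limit read from the data, passing the limit was not always enough; inconclusive = probably only some replicates passing the limit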;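 also: agonist challenge used bursicon conditioned medium at about half maximal strength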
CASP6 VEID inh: inhibitors of human caspase-6. P55212. purified caspase-6, Z-VEID-R110 cleavage fluorescence. inhibition, % at 12.5 µM. actives 0.53% (n = 350,000). AID 686996;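 active = mean inhibition across replicates at least about 35%, with every replicate also reaching that limit, limit read from the data; inconclusive = only one of the two criteria met; inactive = neither criterion met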;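 also: 0% = median of neutral control wells and 100% = no fluorescence left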
Target sequence (P55212 24-179 limits assumed): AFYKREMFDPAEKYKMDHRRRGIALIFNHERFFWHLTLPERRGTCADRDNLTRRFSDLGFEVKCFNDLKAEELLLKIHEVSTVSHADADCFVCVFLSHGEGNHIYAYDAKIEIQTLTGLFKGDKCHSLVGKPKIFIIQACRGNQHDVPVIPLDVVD
Target sequence (P55212 194-293 limits assumed): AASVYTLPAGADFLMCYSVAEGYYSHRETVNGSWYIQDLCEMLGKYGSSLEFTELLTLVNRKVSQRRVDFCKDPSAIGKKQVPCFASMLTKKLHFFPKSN
EWS-Fli inh: blocks EWS/Fli oncoprotein-driven transcription. A673 NR0B1-luciferase reporter, viability-normalised. inhibition, % at 12.6 µM. actives 0.67% (n = 350,000);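 active = mean inhibition of at least 50% after viability correction, with every replicate also passing that limit; inconclusive = mean reaches 50% but only one of two replicates passes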;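 also: firefly luciferase signal divided by Alamar Blue viability fluorescence both relative to DMSO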
SIRT5 block: blocks human SIRT5 desuccinylation of peptide. Q9NXA8. Purified SirT5, succinyl-peptide AMC, trypsin-coupled fluorescence. inhibition, % at 15 µM. actives 1.1% (n = 330,000); in the data active = inhibition above about 15%; inconclusive = no clear call, values can overlap the other calls
Target sequence (Q9NXA8 whole entry, looked up): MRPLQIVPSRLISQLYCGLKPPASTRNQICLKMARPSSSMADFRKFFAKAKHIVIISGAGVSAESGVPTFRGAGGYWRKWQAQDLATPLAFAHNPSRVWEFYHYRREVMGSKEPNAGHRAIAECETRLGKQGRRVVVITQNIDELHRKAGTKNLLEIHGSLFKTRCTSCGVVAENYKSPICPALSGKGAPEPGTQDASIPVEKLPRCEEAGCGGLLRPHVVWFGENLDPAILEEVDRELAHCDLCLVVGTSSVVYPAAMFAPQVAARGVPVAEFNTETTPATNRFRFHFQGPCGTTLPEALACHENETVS
PAX8 inh HTS: PAX8 transcriptional activity inhibition; RMG-I TPO-luciferase reporter, SteadyGlo, 24 h; inhibition, % at 12.6 µM; actives 1.2% (n = 360,000);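 active = mean replicate inhibition at least 60% with every replicate also reaching 60%; inconclusive = only one of the two criteria is met; inactive = mean below 60% and not all replicates reaching 60%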;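 also: luciferase light reporting Pax8 driven TPO promoter activity; plate controls were median of neutral control wells for no effect and mitoxantrone controls for full effect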
DENV2 CPE rescue: DENV2-induced cell death inhibition; AID 651640; DENV2-infected cells, cytopathic effect rescue, plate reader; actives 1.7% (n = 350,000); CPE inhibition, % at 9.99 µM; in the data active = CPE inhibition above about 20%, passing the limit was not always enough; inconclusive = no clear call, values can overlap the other calls; tested in BHK-21 cells;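 also: 0% = median of neutral control wells and 100% = median of positive control wells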
ARNT-TACC3 inh: disrupts binding between human ARNT and TACC3. AlphaScreen His-ARNT PAS-B/GST-TACC3 binding, luminescence; TACC3 fragment carries E629A point mutation. AID 623870. actives 0.66% (n = 390,000). inhibition, % at 9.99 µM;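 active = mean inhibition of replicates at least 50% and at least half of replicates each reaching 50%; inconclusive = half or more replicates reach 50% but mean below 50%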;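 also: 0% = complete ARNT plus TACC3 wells and 100% = ARNT alone without TACC3; many hits fall short of the cut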
* hit, by the source's call; ? = inconclusive; . = no result given. The order is random. Share with any hit: about 4.9%.

SMILES | LGR2 antag | CASP6 VEID inh | EWS-Fli inh | SIRT5 block | PAX8 inh HTS | DENV2 CPE rescue | ARNT-TACC3 inh
O=C(CN1CCOCC1)NN=Cc1ccc([N+](=O)[O-])o1 | 8.2 | 10.0 | 3.9 | 3.8 | 7.4 | -18.4 | .
COc1ccccc1-c1ccc2c(c1)O[C@H](CN(C)C(=O)c1cccnc1)[C@H](C)CN([C@@H](C)CO)S2(=O)=O | -2.9 | -1.1 | -1.2 | -2.2 | -2.0 | -2.8 | -0.3
COC(=O)c1oc(-c2ccccc2)nc1C | -13.0 | 1.6 | 1.6 | -0.3 | -2.0 | . | .
COc1ccc(NC(=O)N(C)C[C@H]2Oc3ccc(NC(=O)CCC(F)(F)F)cc3CC(=O)N([C@@H](C)CO)C[C@@H]2C)cc1 | 8.6 | -0.1 | -2.6 | 0.5 | -0.2 | 17.4 | -2.9
CO[C@H](CN(C)Cc1nccs1)[C@H](C)CN([C@H](C)CO)S(=O)(=O)c1ccc(F)cc1 | 10.1 | 0.5 | -5.3 | 0.2 | . | 3.8 | -2.2
Cc1csc2ncc(C(=O)NCc3ccccn3)c(=O)n12 | -1.9 | -0.8 | -3.7 | . | 15.8 | -1.3 | 4.4
CC(C)C(=O)Nc1ccc(C(=O)NN2C(=O)c3ccccc3C2=O)cc1 | -4.4 | 1.3 | 1.3 | -0.7 | 5.8 | 13.2 | -6.1
Cc1ccc(/C=C/C(=O)Nc2cc(S(=O)(=O)N3CCCCCC3)ccc2OCC(F)(F)F)o1 | 21.6 | . | . | . | -8.5 | . | -10.2
O=C(C[C@@H]1C[C@H]2c3cc(NC(=O)Cc4ccncc4)ccc3O[C@H]2[C@@H](CO)O1)NCc1cccnc1 | 2.3 | 3.2 | -0.6 | -2.4 | -26.9 | ? | 5.1
Cc1ccccc1C(=O)NCC(=O)O | -20.5 | -3.1 | 3.0 | 10.6 | 0.9 | 1.5 | -10.5
CCOC(=O)C1CCCN(C(=O)CCNC(=O)Cn2ccc3ccccc3c2=O)C1 (centres undefined) | 0.2 | 1.7 | 12.9 | -5.9 | 8.6 | 4.7 | -0.2
O=C(Nc1ccccc1F)c1cc(C(=O)Nc2ccccc2F)cc([N+](=O)[O-])c1 | -0.4 | -0.1 | -3.8 | 2.9 | -4.0 | -1.3 | 1.7
CCCN(C(=O)Cn1nc(C)c([N+](=O)[O-])c1C)c1c(N)n(Cc2ccccc2)c(=O)[nH]c1=O | 2.6 | 0.0 | -0.5 | -0.6 | -6.3 | -1.8 | 6.5
Cc1noc(C)c1NC(=O)N(C)C[C@@H]1OCCCC[C@H](C)Oc2ccc(NC(=O)c3ccccc3)cc2C(=O)N([C@@H](C)CO)C[C@@H]1C | 5.1 | -2.1 | -4.1 | 1.4 | 4.4 | 16.5 | 4.3
CC(C)(C)OC(=O)N1C[C@@]23C[C@H](c4cccc(F)c4)[C@@H](C[C@@H]2S1(=O)=O)O3 | 10.4 | 4.3 | -1.2 | -1.4 | -6.2 | -5.9 | .
O=C(Nc1ccc2c(c1)[C@@H]1C[C@@H](CC(=O)N3CCCCC3)O[C@H](CO)[C@@H]1O2)C1CCOCC1 | -10.2 | -0.9 | -4.2 | 0.7 | -7.1 | -3.4 | -5.3
Oc1ccc2ccccc2c1CN1CCCCC1 | 10.9 | 1.4 | 8.4 | 9.8 | 21.0 | -5.1 | -2.4
O=C(c1ccc(S(=O)(=O)NCc2ccco2)cc1)N1CCN(Cc2ccccc2F)CC1 | 18.5 | 3.4 | 6.5 | 0.7 | 5.7 | -5.6 | 7.2
COc1ccc(NC(=O)CCSc2ccc(F)cc2)cc1 | -127.2 | 11.7 | -14.8 | -0.8 | -59.1 | 13.6 | 2.4
C[C@H](CO)N1C[C@H](C)[C@@H](CN(C)C(=O)Nc2cccc3ccccc23)Oc2ccc(NC(=O)Nc3ccc4c(c3)OCO4)cc2C1=O | 13.6 | -1.5 | 11.2 | 4.6 | . | 7.1 | 3.1
Cc1ccc(NC(=S)NCc2ccc3[nH]c4c(c3c2)CCCC4)cc1 | -38.7 | 1.5 | -25.7 | -2.8 | -6.1 | -6.9 | .
COc1cccc(S(=O)(=O)N[C@H]2CC[C@@H](CCNC(=O)Cc3ccncc3)O[C@@H]2CO)c1 | 2.3 | -2.6 | 3.1 | 3.4 | -23.7 | -6.3 | .
Cc1ccccc1-c1cnc2c(c1)C(=O)N([C@H](C)CO)C[C@H](C)[C@H](CN(C)C(=O)CN(C)C)O2 | 14.5 | 1.2 | 12.0 | 7.2 | . | -2.0 | 27.8
Nc1c(CNCc2nnn(Cc3ccccc3)c2N)nnn1Cc1ccccc1 | -6.8 | -1.7 | -7.5 | 0.2 | -7.9 | -1.8 | .
O=C(Nc1ccccc1F)N1C[C@H]2[C@@H](c3ccccc31)[C@H](CO)N2C(=O)C1CC1 | -12.7 | . | -12.6 | . | -18.2 | . | 2.4

Arranged by the number under SIRT5 block (falling): three from the list above.
| SMILES | SIRT5 block |
| --- | --- |
| Cc1ccccc1C(=O)NCC(=O)O | 10.6 |
| CO[C@H](CN(C)Cc1nccs1)[C@H](C)CN([C@H](C)CO)S(=O)(=O)c1ccc(F)cc1 | 0.2 |
| COc1ccc(NC(=O)CCSc2ccc(F)cc2)cc1 | -0.8 |

(next part)
SMILES | LGR2 antag | CASP6 VEID inh | EWS-Fli inh | SIRT5 block | PAX8 inh HTS | DENV2 CPE rescue | ARNT-TACC3 inh
OC(c1ccc(-c2ccccc2)cc1)c1ncc(-c2ccccc2F)[nH]1 (centres undefined) | 2.5 | 1.3 | -4.0 | 2.5 | 5.0 | 11.7 | .
Cc1c(Cl)ccc(S(=O)(=O)NCCN2CCOCC2)c1Cl | 2.3 | -0.6 | 10.6 | . | -5.2 | 0.0 | -4.1
O=C1CCCN1CC(O)CS(=O)(=O)Cc1ccccc1Cl (centres undefined) | 13.5 | -2.8 | -0.2 | -1.7 | 3.1 | 5.2 | -0.6
O=C(CSc1ccc(-c2cccnc2)nn1)Nc1ccccc1F | 4.8 | -1.1 | 2.3 | -1.5 | . | 2.6 | -4.3
COC(=O)[C@H](Cc1ccccc1)N1CC(C)(OC)O[C@@H](Cc2ccccc2)[C@H]1/C=C/C1CC1 (some centres undefined) | . | 2.3 | -1.5 | 4.0 | 0.5 | -4.6 | -1.8
c1ccc(-c2cn(CC3CCCCC3)nn2)cc1 | -83.4 | -0.2 | -121.3 | -1.2 | -219.1 | -12.5 | -1.7
COc1cccc2c1OCC([C@@H]1C[C@H]3CN(Cc4cccc(Cl)c4)C(=O)[C@]34CCCN14)=C2 | 10.6 | 1.8 | -2.0 | 0.4 | 10.4 | ? | 0.2
CNC(=S)NNC(=O)c1oc2nc(-c3ccccc3)cc(-c3ccco3)c2c1N | 13.5 | 32.3 | -8.1 | 1.4 | 15.9 | 4.7 | 29.3
CC(=O)Nc1ccc(NC(=O)COC(=O)c2cc(S(=O)(=O)N(C)C)ccc2N2CCCC2)cc1 | -3.3 | -1.1 | -8.8 | -0.8 | 3.8 | 1.2 | 33.8
COc1ccccc1S(=O)(=O)N[C@@H]1C=C[C@H](CC(=O)N2CCCCC2)O[C@H]1CO | 0.9 | 0.2 | 3.2 | 4.7 | 0.4 | -2.0 | -5.0
COC(=O)C1CCCCN1C(=O)c1ccc2oc(Cc3ccccc3)nc2c1 (centres undefined) | -39.5 | 0.7 | . | -5.5 | -182.7 | 13.4 | -4.2
CCCN=C1N(CC)C[C@@H]2[C@@H]3C(=O)N(C)C(=O)[C@@H]3[C@](CC)(C(=O)OC)N12 | -0.8 | 1.1 | 1.0 | -3.7 | -8.3 | 27.9* | -3.3
Cc1cccc(C)c1NC(=S)NC(=O)c1ccccc1F | 5.4 | . | . | . | 11.3 | . | 1.1
Cc1cc(C)n(CCN(C)c2nc3nonc3nc2NC2CC2)n1 | -0.2 | 2.7 | 8.5 | . | -14.0 | -3.7 | 1.2
COc1cccc(CNC(=O)Cn2ccc([N+](=O)[O-])n2)c1 | 11.4 | 0.9 | 4.9 | -0.8 | -7.9 | -1.7 | -9.6
COc1ccc(NC(=O)COC(=O)C2CC(=O)N(Cc3ccc(C)cc3)C2)cc1 (centres undefined) | -16.3 | -2.6 | 1.1 | -4.6 | -13.7 | 0.4 | 1.2
O=C(Nc1ccc2oc(=O)ccc2c1)c1cc([N+](=O)[O-])ccc1N1CCOCC1 | 24.1 | -2.7 | -3.9 | -0.3 | -4.0 | 0.5 | -4.6
CCN(C[C@H]1N[C@@](Cc2ccccc2)(C(=O)OC)[C@H]2C(=O)N(C)C(=O)[C@@H]12)C(=O)COC | 2.1 | 2.2 | 2.3 | -5.0 | 5.5 | -10.2 | 12.2
C[C@H](O)C#Cc1ccc2c(c1)O[C@@H](CN(C)CC1CCOCC1)[C@H](C)CN([C@@H](C)CO)S2(=O)=O | -7.5 | -2.0 | 10.6 | 1.6 | -3.3 | 0.5 | -1.7
Cc1sc2ncn(CC(=O)NCCCC(=O)N3CCN(Cc4ccc5c(c4)OCO5)CC3)c(=O)c2c1C | -10.7 | 12.1 | 8.3 | 0.5 | 19.8 | -2.1 | -2.3
COc1cc(/C=C2\SC(N)=NC2=O)ccc1OCC(=O)Nc1ccc(C)cc1 | -4.4 | . | . | . | 26.9 | . | -5.4
CCC(=O)Nc1nc2ccccc2n1Cc1ccccc1C | . | 1.8 | . | 0.7 | 0.5 | . | .
CC(C)CC(=O)Nc1ccc([N+](=O)[O-])cc1Cl | -24.6 | -1.3 | 1.1 | 3.3 | -8.7 | . | .
COc1ccc(-c2csc(NC(=O)CSCC(=O)Nc3cc(C)on3)n2)cc1 | -33.3 | -48.1 | -27.7 | -0.8 | -59.4 | -0.4 | -4.0
CSCCC(NC(=O)COc1ccccc1)C(=O)Nc1ccc(C)cc1 (centres undefined) | 1.8 | . | . | . | 13.2 | . | -4.0
The results go on.
SMILES | LGR2 antag | CASP6 VEID inh | EWS-Fli inh | SIRT5 block | PAX8 inh HTS | DENV2 CPE rescue | ARNT-TACC3 inh
C[C@H]1CN([C@@H](C)CO)S(=O)(=O)c2ccc(C3=CCCC3)cc2O[C@@H]1CN(C)CC1CCOCC1 | -1.6 | . | 19.6 | 6.0 | 40.0 | 8.5 | 11.9
COc1ccc(/C=C/c2ccc(=O)n(Cc3ccccc3)n2)cc1 | 16.8 | -3.1 | -5.2 | -4.7 | -3.4 | 0.2 | -13.8
NCCCC[C@H](N)c1nnc([C@H](CC(=O)O)NC(=O)C2CCNCC2)o1 | -12.1 | -200.5 | -3.9 | -0.7 | -12.2 | 5.8 | 17.7
O=C(CN(Cc1ccccc1)S(=O)(=O)c1ccc2c(c1)OCCO2)N/N=C/c1cccc(Br)c1 | 16.0 | -1.5 | -2.9 | -0.7 | 2.3 | -5.7 | -3.6
C[C@@]12C(=O)N(CC3CCCO3)CC(=O)N1[C@@H]1c3ccccc3OC[C@@H]1[C@@H]2c1ccccc1 (some centres undefined) | -8.3 | 1.4 | 2.4 | -6.2 | 12.7 | -6.7 | -1.5
C/C=C/c1ccc([C@H]2[C@@H](CO)N(C(C)=O)[C@H]2CN(C)C(=O)c2ccccn2)cc1 | -18.3 | . | 5.7 | -3.7 | 7.0 | -5.2 | -5.1
Cc1ccccc1Cn1nc(C)c(NC(=O)c2ccccc2)c1C | 11.3 | 1.4 | -2.6 | 0.5 | -7.0 | 18.8 | 28.8
C[C@H](CO)N1C[C@H](C)[C@H](CN(C)Cc2ccc(C(=O)O)cc2)Oc2c(NS(=O)(=O)c3cn(C)cn3)cccc2C1=O | -10.7 | -3.1 | -0.9 | 10.9 | . | 18.0 | -10.5
ClCc1c2ccccc2cc2ccccc12 | . | -3.5 | -8.7 | 1.9 | -7.3 | -2.6 | 3.0
CO[C@@H]1CN(C)C(=O)c2cc(NC(=O)CC(F)(F)F)ccc2OC[C@H](C)N(C(C)=O)C[C@@H]1C | 4.9 | -3.1 | 2.9 | 2.1 | . | 12.1 | .
COc1ccc(CCNC(=O)c2c(C)cc(=O)oc2C)cc1OC | -10.8 | 1.5 | 5.6 | 0.9 | . | -0.3 | -4.9

Source: PubChem
